# Assay outcomes as filed in PubChem.
# HCMV antiviral = inhibitors of human cytomegalovirus; HFF cells, HCMV-luciferase reporter, 72 h; stronger effect = lower value; activity change, negative = inhibition, % at 57.5 µM; 4.5% of 410,000 active; in the data active = activity change below about -60%; inconclusive = no clear call, values can overlap the other calls; inactive = above about -39%
#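 Cell-based, HFFs, 1000 cells/well, 16 h 37C; cpds in DMSO + HCMV-luc, MOI 1 PFU/cell; 72 h 37C; OneGlo luminescence after 5 min RT; norm. to buffer vs Salinomycin 10uM.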
# AmpC no deterg = AmpC beta-lactamase inhibition without detergent. P00811. AmpC nitrocefin hydrolysis, absorbance 480 nm, 0.0001% Triton. Potency, µM (series often up to 57.1 µM), for inactives: at the top dose activity change, negative = inhibition, actives largely listed as inhibitors. 0.52% of 330,000 active;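 also: potency is read from the fitted curve at half-maximal effect; plate controls were no compound for no effect and no enzyme for full effect; nearly all actives have a fitted effect of over 20% in size; some results filed as inactive show a strong effect at the top dose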
# Target sequence (P00811 whole entry, looked up): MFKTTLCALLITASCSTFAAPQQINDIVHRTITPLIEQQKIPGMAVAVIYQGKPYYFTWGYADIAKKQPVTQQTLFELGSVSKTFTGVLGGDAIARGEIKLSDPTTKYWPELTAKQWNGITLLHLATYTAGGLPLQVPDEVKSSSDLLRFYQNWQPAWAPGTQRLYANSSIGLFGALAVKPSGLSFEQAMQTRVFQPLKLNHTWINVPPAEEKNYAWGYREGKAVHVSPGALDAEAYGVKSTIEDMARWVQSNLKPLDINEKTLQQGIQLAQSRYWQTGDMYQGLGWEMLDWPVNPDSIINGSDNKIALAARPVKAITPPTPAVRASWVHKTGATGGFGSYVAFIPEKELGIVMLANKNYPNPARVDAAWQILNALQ
#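 20 mM phosphate pH 7.0 + 0.01% (detergent screen) or 0.0001% Triton X-100; 5.3 nM AmpC reagent; cpd preinc 15 min RT; nitrocefin (800 uM stock) to start; A480 q20 s × 4 min; Activity was normalised to no-enzyme and no-compound control wells.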
# AMA1 RON2 block = AMA1-RON2 (P. falciparum) interaction inhibition; 0.2% of 360,000 active; Potency, µM (titrated, usually from 58.2 µM), for inactives: at the top dose activity change, negative = inhibition, most hits filed as inhibitors; AlphaScreen AMA1-biotinylated RON2 peptide binding; AID 720542;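 also: potency is read from the fitted curve at half-maximal effect; 0% = vehicle wells and -100% = peptide control; nearly all actives have a fitted effect of over 45% in size; some results filed as inactive show a strong effect at the top dose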
#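 AMA1 (3D7) with his tag at 25 nM final met compounds first, then biotinylated RON2 peptide at 25 nM; detection used donor plus acceptor beads, 10 µg/mL apiece, read by AlphaScreen after 30 min at room temperature.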
# Sm TGR inh = S. mansoni TGR enzyme inhibition. Potency, µM (series often up to 114 µM), without a hit: top-dose activity change, negative = inhibition, most hits filed as inhibitors. 3% of 360,000 active. AID 485364. purified TGR, DTNB reduction, TNB absorbance 405 nm; also: potency is read from the fitted curve at half-maximal effect; nearly all actives have a fitted effect of over 60% in size
#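 TGR 20 nM + NADPH 100 uM (dispensed conc.), cpd preinc 15 min RT; start with NADPH (500 uM addition) then DTNB (15 mM addition). Kinetic TNB absorbance, 405 nm filter. Four-parameter Hill fit across titration.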
# TbPYK inhibitor = blocks Trypanosoma brucei pyruvate kinase. Q57TT1. TbPYK enzyme, Kinase-Glo Plus ATP luminescence, 45 min. Potency, µM (titrated, usually from 76.8 µM), inactives show at the top dose activity, negative = inhibition, usual class: inhibitors. 0.12% of 410,000 active. AID 624173; also: potency is read from the fitted curve at half-maximal effect; nearly all actives have a fitted effect of over 50% in size
#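 TbPYK + substrate in 50 mM TEA pH 7.2, 100 mM KCl, 10 mM MgCl2, 0.05% BSA, 0.01% Tween-20; cpd pinned; ADP 130 uM final; 45 min RT; Kinase-Glo Plus 10 min; luminescence endpoint.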
# LmPK inhibitor = inhibitors of Leishmania mexicana pyruvate kinase. Potency, µM (titrated, usually from 57.5 µM), without a hit: at the top dose activity change, negative = inhibition, most hits filed as inhibitors. 0.37% of 290,000 active. purified LmPK, Kinase-Glo ATP luminescence, 1 h. Q27686; also: potency is read from the fitted curve at half-maximal effect
# Target sequence (Q27686 whole entry, looked up): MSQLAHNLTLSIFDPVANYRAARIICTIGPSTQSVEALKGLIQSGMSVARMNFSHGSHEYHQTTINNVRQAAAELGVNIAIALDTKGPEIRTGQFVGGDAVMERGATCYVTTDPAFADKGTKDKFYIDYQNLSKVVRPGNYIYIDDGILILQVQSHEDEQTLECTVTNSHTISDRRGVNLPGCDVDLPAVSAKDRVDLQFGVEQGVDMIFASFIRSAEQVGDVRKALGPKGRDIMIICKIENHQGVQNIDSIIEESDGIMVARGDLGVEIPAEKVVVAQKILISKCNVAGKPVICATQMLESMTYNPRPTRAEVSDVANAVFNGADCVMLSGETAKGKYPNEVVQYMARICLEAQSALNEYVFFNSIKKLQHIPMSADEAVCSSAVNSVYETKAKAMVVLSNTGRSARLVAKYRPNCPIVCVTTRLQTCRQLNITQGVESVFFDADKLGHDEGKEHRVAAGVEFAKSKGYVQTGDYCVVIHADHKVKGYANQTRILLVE
#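 ATP generated from ADP (0.1 mM) and PEP (0.5 mM) by 0.1 nM LmPK over 1 h at room temperature (pH 7.2 imidazole buffer) was detected by coupled luciferase luminescence. Values were normalized to uninhibited and no-enzyme wells.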
# AmpC inh detg = inhibitors of E. coli AmpC beta-lactamase with detergent; AmpC hydrolysis of nitrocefin, absorbance 480 nm, 0.01% Triton; 0.041% of 370,000 active; Potency, µM (highest dose often 114 µM), inactives show at the highest dose activity change, negative = inhibition, most hits filed as inhibitors;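 also: potency is read from the fitted curve at half-maximal effect; 0% = no-compound wells and -100% = no-enzyme wells; nearly all actives have a fitted effect of over 25% in size; some results filed as inactive show a strong effect at the top dose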
#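 AmpC (5.3 nM in the dispensed reagent) in 20 mM phosphate pH 7.0 with 0.01% (detergent screen) or 0.0001% Triton X-100 was preincubated with compounds for 15 min at room temperature. Nitrocefin was then added from an 800 uM solution, and hydrolysis was followed at 480 nm.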
# Starred values were filed as active, the others as inactive; ? = inconclusive; / = not tested or not shown; & = joins results of further samples; [ ] = remark or other dose. Unless noted, calls follow the shape of the dose curve; as a rule, active = well fitted curve in the direction sought with a large enough effect; inconclusive = small, poorly fitted or top-dose-only effect, or another doubt; inactive = no such curve, though single readings can be large; an effect the other way counts as inactive or inconclusive. Unless noted, % is scaled to controls: 0 for no effect and ±100 for the full control effect.
# Every second line gives: HCMV antiviral | AmpC no deterg | AMA1 RON2 block | Sm TGR inh | TbPYK inhibitor | LmPK inhibitor | AmpC inh detg
CC1CCCN(C(=O)CCS(=O)(=O)c2ccc3c(c2)n(C)c(=O)c(=O)n3C)C1 (stereo not given)
    16.3 | -6.1% | 2.3% | 0.8% | 0.0% | -2.9% | 10.3%
CCOC(=O)C1(CCCc2ccccc2)CCN(C2CCSCC2)CC1
    -11.7 | 49.2% | -2.2% | -32.4% | 8.2% | -0.4% | -4.8%
COc1ccc(NC(=O)c2ccccc2SCc2ccccc2)cc1
    -105.9* | / | -9.2% | / | 8.8% | / | /
CN=c1scc(C)n1/N=C/c1ccc(O)cc1
    81.8 | -20.5% | -8.7% | -7.1% | -5.7% | 1.8% | -4.8%
CC(C)C(c1nnnn1Cc1ccco1)N1CCN(C2CCCC2)CC1 (stereo not given)
    -5.3 | -8.9% | -4.4% | 3.8% | 3.7% | 0.8% | -9.6%
CCCCN(CCCC)C(=O)c1ccccc1NC(=O)CN1C(=O)c2ccccc2C1=O
    -3.6 | 36.8% | -2.9% | 7.5% | 0.5% | 1.3% | 1.5%
Cn1c(=O)c2c(c3ccccc31)OC(=O)CC2c1cccnc1 (stereo not given)
    -38.8 | -19.3% | 0.0% | 0.7% | -0.6% | 2.3% | -2.0%
CCN(c1ccccc1)S(=O)(=O)c1ccc(OC)c(NC(=O)Cc2ccc(F)cc2)c1
    -14.1 | -27.5% | 0.3% | -10.1% | -1.6% | / | -13.1%
O=S(=O)(c1cnc(Cl)c(Cl)c1)N1CCCc2ccccc21
    ? | -31.7% | 9.9% | ? | 0.3% | 0.2% | -5.5%
O=C(O)c1cccc(Nc2nc(-c3ccc([N+](=O)[O-])cc3)nc3ccccc23)c1
    -70.8* | -14.9% | -0.7% | 1.0% | -8.4% | 1.7% | 0.3%
CCC(Oc1ccccc1)C(=O)N(CC)CC(=O)NCc1ccc(F)cc1 (stereo not given)
    -21.6 | -5.0% | 0.0% | 0.9% | -13.9% | / | 1.1%
O=c1c2cc(N3CCOCC3)ccc2[nH]c(=S)n1Cc1ccccn1
    21.7 | -15.3% | 42.7%[activator] | -14.8% | -12.7% | 11.2% | -11.6%
NS(=O)(=O)c1ccc(NS(=O)(=O)c2ccc(NC(=S)Nc3ccccc3)cc2)cc1
    -21.8 | -13.1% | -6.2% | ? | -4.6% | -1.9% | ?
CCOc1ccc(C(=O)O[C@H]2[C@H](Cc3ccccc3)NS(=O)(=O)[C@H]3C[C@@H]4C=C[C@]23O4)cc1
    8.7 | 1.5% | 20.9% | -10.0% | 2.8% | / | -0.9%
Cc1cccc(C)c1NC(=O)COC(=O)CNC(=O)C1CCCCC1
    -23.0 | -2.6% | -7.1% | -18.4% | -1.5% | / | 1.5%
CCc1cc(C(=O)N/N=C/c2ccc(OC)cc2)c2ccccc2n1
    -13.7 | -46.0% | -4.6% | 3.0% | 0.0% | -0.6% | 1.8%
Cc1cccc(NC(=O)CSc2nc(-c3ccccc3Cl)nc3c2Cc2c(CO)cnc(C)c2O3)c1C
    2.0 | / | / | -0.1% | 2.8% | / | -11.7%
O=C(CC1C(=O)NCCN1Cc1c(F)cccc1Cl)NCc1ccccc1 (stereo not given)
    -2.6 | -9.0% | -14.4% | 8.8% | 0.7% | 8.4% | 1.1%
CCN(CC)CCC(c1cc(OC)c(OC)c(OC)c1)c1c(OC)cc(OC)c2ccc(=O)oc12 (stereo not given)
    2.7 | 74.5%[activator] | 14.5% | -18.1% | 3.7% | 5.7% | 2.0%
O=C(CN1CCOCC1)N1c2ccccc2Sc2ccc(Cl)cc21
    13.2 | / | -12.4% | / | -6.2% | / | /
C[C@H](CO)N1C[C@H](C)[C@@H](CN(C)C)Oc2c(NC(=O)Cc3ccccc3)cccc2C1=O
    -27.4 | 17.4% | 9.0% | / | -1.8% | / | /
Cn1cc[n+](C)c1COc1ccc(C=O)cc1
    -24.1 | -23.3% | -0.8% | 1.9% | 5.3% | -1.4% | -14.2%
O=C(Cc1cccc(NC(=O)C2CCN(C(=O)C3CCCC3)CC2)c1)Nc1cccc(C(=O)N2CCCC2)c1
    2.7 | 95.1%[activator] | 4.0% | 7.7% | 0.4% | / | 4.6%
Clc1ccc(-c2noc(CSc3nnc(-c4ccncc4)n3-c3ccccc3)n2)cc1
    -101.3* | 115.9%[activator] | -11.2% | -24.4% | -28.5% | 2.5% | -12.4%
O=C(NCc1ccccn1)C1CC(c2ccccc2O)=NO1 (stereo not given)
    -6.8 | -5.3% | 79.0%[activator] | 8.4% | -1.6% | -7.6% | 5.4%
CC(=O)c1ccc(OCc2cc(C(=O)N(C)CCOc3ccc(C)cc3)no2)cc1
    91.7 | 91.0%[activator] | 1.9% | 4.4% | -2.8% | -6.8% | 3.8%
CN(c1ccccc1)c1ccc(/C=C(\C#N)c2nnc3n2CCCCC3)cc1[N+](=O)[O-]
    -77.7* | 27.3% | ? | -13.0% | 0.0% | -1.9% | ?
CNc1ccccc1C(=O)OC
    16.0 | -5.0% | -1.1% | -0.5% | -2.5% | -5.9% | -5.8%
O=C(O)c1nsc(Cl)c1Cl
    -0.6 | -7.8% | 3.2% | -15.6% | 2.9% | -5.0% | -13.4%
CCCCCC(=O)N/N=C(\C)c1ccc(Cl)cc1
    24.0 | -3.3% | -2.1% | 9.8% | -1.4% | 6.1% | -12.1%
COc1ccc(-c2c[n+]3c4n2CCCCC4=C(c2ccccc2)C3)cc1
    -101.6* | -1.6% | 20.1% | -0.9% | -0.3% | -0.2% | -2.7%
CCOC(=O)C(NC(=O)Nc1ccccc1)(OCC)C(F)(F)F (stereo not given)
    8.4 | -15.2% | -0.3% | 0.7% | -3.2% | 1.7% | -0.5%
CCNC(=O)CSc1nc(-c2ccc(F)cc2)cs1
    47.5 | -18.6% | 20.4% | -11.9% | 24.4% | -0.3% | 0.8%
COC(=O)CC1Nc2ccccc2SC1=O (stereo not given)
    -9.9 | -8.7% | 13.2% | 8.5% | 3.7% | -2.0% | -4.0%
COc1ccccc1C(=O)NCCC(=O)N1CCN(c2cccc(C(F)(F)F)c2)CC1
    -2.4 | 252.8%[activator] | 0.9% | 7.8% | 5.3% | / | 3.9%
Nc1ncc(-c2ccccc2)n1CC1CCCO1 (stereo not given)
    20.0 | 15.3% | 83.6%[activator] | 6.9% | -5.3% | 3.0% | 2.3%
CCN(CC)S(=O)(=O)c1ccc(C(=O)OC2CCCCC2CN(C)C)cc1 (stereo not given)
    -22.6 | 8.9% | -13.3% | 3.3% | 6.0% | 0.6% | -12.3%
CC1(C(=O)NS(=O)(=O)Cc2cccc(Cl)c2)CCN1C(=O)C1(c2ccc(Cl)cc2)CCC1 (stereo not given)
    -20.3 | / | 9.5% | / | -0.7% | / | /
Cc1ccc(S(=O)(=O)N2CCOCC2)cc1C(=O)OCC(=O)NC1CCCC(C)C1C (stereo not given)
    -13.7 | 106.3%[activator] | 7.9% | 14.8% | 3.0% | / | -11.9%
O=C1CC(C(=O)N2CCN(c3ccccc3)CC2)CN1Cc1ccccc1 (stereo not given)
    -4.7 | 49.0% | -12.6% | / | -8.1% | / | /
CC(C)Oc1cc(F)ccc1-c1cc(C(=O)NC2CCCCC2)[nH]n1
    -38.0 | / | -1.3% | / | 4.8% | / | /
COc1ccc(S(=O)(=O)N2CCN(C(=O)c3sccc3-c3ccccc3)CC2)cc1
    ? | 1.7% | -10.1% | 3.3% | 4.9% | / | -16.1%
CC1CCC(NC(=O)c2ccc3c(c2)N(Cc2ccccc2F)C(=O)c2ccccc2S3(=O)=O)CC1 (stereo not given)
    57.1 | / | / | -2.6% | -1.1% | / | 13.5%
CCCCCCn1cc(CN2CC(N3CCN(C)CC3)CS2(=O)=O)nn1 (stereo not given)
    -18.8 | / | 4.5% | / | 3.5% | / | /
COc1ccc(C)c2sc(NC(=O)CCS(=O)(=O)c3ccccc3)nc12
    -89.2* | 27.6% | -12.1% | 5.01µM* | -5.8% | -1.5% | 3.7%
CCOc1ccc(NC(=O)CCn2cccc2)cc1
    24.9 | -15.2% | 0.0% | -27.8% | 1.1% | -4.3% | -1.9%
Cc1ccc(N(CC(=O)NCc2ccco2)C(=O)CCC(=O)Nc2ccccn2)c(C)c1
    -10.1 | 37.3% | -17.2% | -22.2% | 0.9% | 9.9% | -13.6%
O=C(Nc1nnc(S(=O)(=O)N2CCCCCC2)s1)c1ccc(Br)cc1
    24.2&3.3 | -25.6% | 6.5% | 8.3%&8.5% | -3.0%&-3.3% | -1.8% | -6.7%&2.3%
Cc1oc(-c2ccccc2)nc1CC(=O)O
    78.8 | -6.5% | -1.7% | -0.6% | 0.0% | 0.2% | 2.7%
COc1ccc(/C=C2/SC(=S)N(CCC(=O)O)C2=O)cc1
    -32.1 | -0.5% | -4.3% | 4.8% | -6.3% | -4.7% | -1.4%
CCOC(=O)N1CCN(C(=O)COC(=O)c2ccc(N(C)C)cc2)CC1
    -26.3 | -4.3% | 3.1%[11.6 µM] | / | -6.7% | / | /
O=C(CCCCn1c(=O)c2ccccc2n(CC(=O)Nc2ccc(F)cc2F)c1=O)NCCc1ccccc1
    2.3 | / | / | 14.1% | 0.8% | / | 24.4%
CCOc1ccc(-c2c(=O)n(OCc3ccc([N+](=O)[O-])cc3)c3ccccc3[n+]2[O-])c(OCC)c1
    0.0 | / | 13.0% | / | -1.7% | / | /
CC(C)Cn1cc(NC(=O)N2CCN(c3ccc(F)cc3)CC2)c2ccccc2c1=O
    -11.4 | / | / | -7.2% | -2.1% | / | 16.7%
O=C(COC(=O)c1n[nH]c2ccccc12)NC1CCCCC1
    -4.8 | -22.7% | 12.0% | / | -0.4% | / | /
CCOc1ccccc1NC(=O)COC(=O)c1cc(C)oc1C
    -5.1 | -11.8% | 3.0% | / | -2.5% | / | /
CC(=O)c1ccc(NC(=S)Nc2cccc(Cl)c2C)cc1
    -38.9 | -19.6% | 41.6%[activator] | 35.5µM* | -1.2% | -5.0% | -11.4%

# Of the compounds above, two contain a CF3 group.
# Every second line gives: HCMV antiviral | AmpC no deterg | AMA1 RON2 block | Sm TGR inh | TbPYK inhibitor | LmPK inhibitor | AmpC inh detg
CCOC(=O)C(NC(=O)Nc1ccccc1)(OCC)C(F)(F)F (stereo not given)
    8.4 | -15.2% | -0.3% | 0.7% | -3.2% | 1.7% | -0.5%
COc1ccccc1C(=O)NCCC(=O)N1CCN(c2cccc(C(F)(F)F)c2)CC1
    -2.4 | 252.8%[activator] | 0.9% | 7.8% | 5.3% | / | 3.9%
